Compound activity: PubChem BioAssay, National Center for Advancing Translational Sciences (NCATS)
D2 ag – HTS Assay for Allosteric Agonists of the Human D2 Dopamine Receptor: Primary Screen for Agonists. AID 485358, 2010. activation, % at 2 µM. HEK293 T-REx D2 cells, calcium flux agonist mode. actives 0.53% (n = 340,000). D(2) dopamine receptor (Homo sapiens), P14416;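 active = activation over 3 SD above normal in the single-dose calcium agonist read, cut at about 30% in these data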; also: 0% is about no effect
Target sequence (P14416 whole entry, looked up): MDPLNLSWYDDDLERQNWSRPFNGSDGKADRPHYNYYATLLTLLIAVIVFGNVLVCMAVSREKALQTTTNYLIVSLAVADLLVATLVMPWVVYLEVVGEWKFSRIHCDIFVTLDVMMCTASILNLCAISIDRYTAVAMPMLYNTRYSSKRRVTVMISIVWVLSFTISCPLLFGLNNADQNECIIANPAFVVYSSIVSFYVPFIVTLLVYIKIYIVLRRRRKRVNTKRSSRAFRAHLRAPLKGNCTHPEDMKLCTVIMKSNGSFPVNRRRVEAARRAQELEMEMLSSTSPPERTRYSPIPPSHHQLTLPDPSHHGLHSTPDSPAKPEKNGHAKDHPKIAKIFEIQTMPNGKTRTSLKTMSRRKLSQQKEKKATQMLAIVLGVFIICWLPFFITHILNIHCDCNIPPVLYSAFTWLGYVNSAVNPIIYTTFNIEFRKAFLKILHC
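Tetracycline-induced HEK293 Trex cells with D2 receptor force-coupled to calcium signaling, plated overnight at 30 C and loaded with no-wash calcium dye. Calcium flux read kinetically for 180 s after compound addition; responses flag agonists.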
TrxR1 substrate – qHTS Assay for Substrates of Mammalian Selenoprotein Thioredoxin Reductase 1 (TrxR1): qHTS; Potency, µM (top dose mostly 114 µM), without a hit: top-dose activity change, negative = substrate turnover; actives 0.01% (n = 390,000); Thioredoxin reductase 1, cytoplasmic (Rattus norvegicus), O89049; purified TrxR1 substrate turnover, NADPH consumption readout; also: potency is read from the fitted curve at half-maximal effect; % is scaled to controls: 0 for no effect and ±100 for the full control effect; nearly all actives have a fitted effect of over 50% in size
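Rat TrxR1, dispensed at 90 nM, was prereduced with 400 uM NADPH (final) for 5 min at ~22 deg C, then incubated with compound 15 min before 400 uM selenite. A first-read NADPH fluorescence drop versus no-compound background flagged substrates.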
TrxR1 inh – qHTS Assay for Inhibitors of Mammalian Selenoprotein Thioredoxin Reductase 1 (TrxR1): qHTS; recombinant rTrxR1, NADPH fluorescence consumption, selenite substrate; Potency, µM (highest dose often 114 µM), for inactives: top-dose activity change, negative = inhibition, usual class: inhibitors; actives 1% (n = 390,000); also: potency is read from the fitted curve at half-maximal effect; % is scaled to controls: 0 for no effect and ±100 for the full control effect; nearly all actives have a fitted effect of over 65% in size
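Rat TrxR1 (90 nM in the dispensed reagent) was pre-reduced with 400 uM NADPH for 5 min at room temperature, then incubated with compound for 15 min. After 400 uM selenite was added, NADPH fluorescence (Ex 340/Em 450 nm) was followed for 8 min.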
IDH1 R132H inh – qHTS for Inhibitors of mutant isocitrate dehydrogenase 1 (IDH1): qHTS | Isocitrate dehydrogenase [NADP] cytoplasmic (Homo sapiens), O75874 | AID 602179, 2012 | Potency, µM (top dose mostly 76.6 µM), for inactives: at the highest dose activity change, negative = inhibition, most hits filed as inhibitors | IDH1-R132H enzyme, NADPH consumption, diaphorase/resazurin fluorescence | actives 0.093% (n = 390,000); also: potency is read from the fitted curve at half-maximal effect; % is scaled to controls: 0 for no effect and ±100 for the full control effect; nearly all actives have a fitted effect of over 65% in size
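IDH1-R132H (0.5 ug/mL) preincubated 30 min with compound, then NADPH (0.016 mM) and alpha-KG (2 mM) added; 80 min at RT, pH 7.5. Remaining NADPH coupled via diaphorase/resazurin to fluorescence (540/590 nm); concentration-response curves normalized to no-enzyme control.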
D2 antag – HTS Assay for Allosteric Antagonists of the Human D2 Dopamine Receptor: Primary Screen for Antagonists. HEK293 TREx D2 cells, calcium flux, dopamine EC80. inhibition, % at 10 µM. actives 2% (n = 340,000); in the data active = inhibition above about 30%; also: 0% is about no effect
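Tetracycline-induced HEK293 T-REx cells expressing D2 force-coupled to calcium signalling were dye-loaded, exposed to compound for 180 s, then challenged with an EC80 of dopamine; calcium flux was followed kinetically for a further 180 s.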
TRHR agonist – qHTS for Small Molecule Agonists and Allosteric Enhancers of Human TRH Receptor: Primary Screen for Agonists; Thyrotropin-releasing hormone receptor (Homo sapiens), P34981; TRHR cells, calcium flux fluo-8, FDSS agonist mode; activation, % at 2 µM; actives 0.18% (n = 360,000); AID 493084, 2011; in the data active = activation above about 30%; also: 0% is about no effect
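TRHR-expressing cells loaded with fluo-8 calcium dye; 23 nL library compound pin-transferred, kinetic FDSS fluorescence (Ex 480/Em 530) recorded about 180 s for agonist-induced calcium release, before a 10 nM TRH EC20 addition for potentiator mode.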
USP1 inh – Inhibitors of USP1/UAF1: Primary Screen | Ubiquitin carboxyl-terminal hydrolase 1 (Homo sapiens), O94782 | recombinant USP1/UAF1, Ub-Rhodamine cleavage fluorescence | Potency, µM (series often up to 57.1 µM), without a hit: top-dose activity change, negative = inhibition, actives largely listed as inhibitors | actives 0.23% (n = 390,000) | AID 743255, 2014; also: potency is read from the fitted curve at half-maximal effect; % is scaled to controls: 0 for no effect and ±100 for the full control effect; nearly all actives have a fitted effect of over 60% in size; inactives centre near -12
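1 nM enzyme complex + cpd, 15 min RT; start with Ub-Rho 150nM final; kinetic fluorescence ex 480/em 540, 6 reads q60 s. Buffer 50mM HEPES pH 7.8, 0.5mM EDTA, 0.1 mg/ml BSA, 1mM TCEP, 0.01% Tween-20.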
PI4K2A block – qHTS for small molecular inhibitors of PI4K2A. AID 1346378, 2018. activity change, negative = inhibition, % at 76.9 µM. actives 0.13% (n = 420,000). purified PI4K2A, ADP-Glo luminescence, 1 h; hits give low values; in the data active = activity change below about -50%; inconclusive = mostly about -30% to -49%;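 also: -100% = wells without enzyme as full effect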
Target sequence (Q9BTU6 whole entry, looked up): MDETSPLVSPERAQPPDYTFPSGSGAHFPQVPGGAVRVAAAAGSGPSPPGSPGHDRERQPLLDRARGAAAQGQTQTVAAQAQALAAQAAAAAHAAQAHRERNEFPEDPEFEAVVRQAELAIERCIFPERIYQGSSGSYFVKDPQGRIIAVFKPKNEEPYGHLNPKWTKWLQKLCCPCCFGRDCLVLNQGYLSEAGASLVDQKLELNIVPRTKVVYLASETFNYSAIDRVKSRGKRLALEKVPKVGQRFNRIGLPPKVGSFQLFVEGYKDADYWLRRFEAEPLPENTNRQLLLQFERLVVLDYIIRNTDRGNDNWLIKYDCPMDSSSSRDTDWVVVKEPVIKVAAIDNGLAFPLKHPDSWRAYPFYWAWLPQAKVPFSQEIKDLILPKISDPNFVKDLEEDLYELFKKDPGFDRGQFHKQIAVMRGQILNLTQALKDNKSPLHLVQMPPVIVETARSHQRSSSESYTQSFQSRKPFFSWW
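Compounds are screened against recombinant PI4K2A using PI as substrate and ATP, the latter dispensed at 300 microM. Reactions run one hour at ambient temperature before ADP-Glo detection; full inhibition defined by wells lacking enzyme.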
TRHR enhancer – qHTS for Small Molecule Agonists and Allosteric Enhancers of Human TRH Receptor: Primary Screen for Enhancers; Thyrotropin-releasing hormone receptor (Homo sapiens), P34981; TRHR cells, fluo-8 calcium fluorescence, EC20 TRH enhancement; enhancement, % at 2 µM; actives 0.66% (n = 360,000); AID 493056, 2011; in the data active = enhancement above about 30%; also: 0% is about no effect
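Enhancer read-out: after compound pinning and an initial kinetic agonist-mode read, an EC20 of TRH (10 nM final) was injected and fluo-8 calcium signal (Ex 480/Em 530) followed at 1 s/cycle for 100 cycles in TRHR-expressing cells.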
Active calls of the source: *; ? = inconclusive; / = not tested or not shown; & = joins results of further samples; [ ] = dose if it differs, or a comment. Unless noted, calls follow the shape of the dose curve; as a rule, active = well fitted inhibition curve with a large enough effect; inconclusive = small, poorly fitted or top-dose-only effect; inactive = no such curve, though single readings can be large or run the other way.

Sample of the layout (2 entries):
SMILES	D2 ag	TrxR1 substrate	TrxR1 inh	IDH1 R132H inh	D2 antag	TRHR agonist	USP1 inh	PI4K2A block	TRHR enhancer
NS(=O)(=O)c1ccc(CCNC(=O)c2cnccn2)cc1	-0.3	3%	2%	4%	13	0.4	0%	1	2
CCCCOc1ccc(CNC(=O)NS(=O)(=O)c2ccc(OCC)cc2)cc1	-1.0	9%[57.1 µM]	14%[57.1 µM]	0%	2	-0.6	-8%	2	8

Main list, previewed entries included:
SMILES	D2 ag	TrxR1 substrate	TrxR1 inh	IDH1 R132H inh	D2 antag	TRHR agonist	USP1 inh	PI4K2A block	TRHR enhancer
NS(=O)(=O)c1ccc(CCNC(=O)c2cnccn2)cc1	-0.3	3%	2%	4%	13	0.4	0%	1	2
CCCCOc1ccc(CNC(=O)NS(=O)(=O)c2ccc(OCC)cc2)cc1	-1.0	9%[57.1 µM]	14%[57.1 µM]	0%	2	-0.6	-8%	2	8
CCn1c(=O)n(CC)c2cc(S(=O)(=O)N3CCCCC3)c(C)cc21	0.1	2%	7%	2%	-19	-0.1	-10%	3	5
CC(C)COc1cccc(C(=O)Nc2cc(S(=O)(=O)N3CCOCC3)ccc2N2CCCC2)c1	/	-4%	12%	3%	/	/	-10%	1	/
CCC(=O)N1CCc2cc(OC)c(OC)cc2C1COc1ccccc1OC (stereo not given)	0.1&-0.3	3%	6%&9%[57.1 µM]	-4%&22%	7	-1.0&0.3	2%&-10%	5&2	-1&5
Cc1cc(C)c(N(C(=O)c2csnn2)C(C(=O)NC(C)(C)C)c2ccncc2)c(C)c1 (stereo not given)	0.5	1%[11.4 µM]	6%[11.4 µM]	2%	-2	-0.4	-18%	-3	2
O=C(NC(=S)NNC(=O)c1ccco1)c1ccc(F)cc1	0.2	2%	38%	4%	5	0.6	-18%	0	2
COC(CNC(=O)CNC(=S)N(Cc1ccccc1)Cc1cccnc1)OC	-0.3	14%[57.1 µM]	14%[57.1 µM]	0%	5	-0.2	-5%	-3	0
Cc1ccc(OC(C)C(=O)N2CC(=O)Nc3ccccc32)c(C)c1 (stereo not given)	1.0	-2%	2%	0%	22	-0.2	-21%	-1	12
O=C(CN(CC1CCCO1)C(=O)CCC(=O)Nc1ccccn1)NCc1ccccc1 (stereo not given)	-0.1	7%	7%	5%	2	0.0	-13%	1	-4
Cc1cccc(NC(=O)Cc2nc(-c3c[nH]c(C(=O)N4CCCC4)c3)cs2)c1	-0.3	-9%	-14%	-2%	10	-0.5	-17%	5	11
Cc1ccc(S(=O)(=O)N2CCOCC2)cc1NC(=O)CSc1nnnn1C	1.3	1%	23%	-6%	2	4.4	-19%	0	0
COc1ccc(NC(=O)c2sc(NC(=O)COc3ccccc3)nc2C)cc1	/	-12%	-2%	3%	/	/	-11%	-4	/
Cc1ccc(CSCCNS(C)(=O)=O)cc1	-0.7	-2%	12%	1%	13	0.3	-11%	0	-2
COc1ccc(CC(=O)Nc2c3c(nn2-c2cccc(Cl)c2)CS(=O)C3)cc1 (stereo not given)	0.4	-3%	2%	3%	-9	-0.1	-12%	0	4
Cc1cccc2cc(CN(C(=O)c3cccc([N+](=O)[O-])c3)C(C)C)c(=O)[nH]c12	-1.5	-2%	17%[0.0914 µM]	1%	1	0.5	-11%	-2	4
CCc1ccccc1NNC(=O)c1cc(C)on1	0.4	-1%	14%	2%	-12	0.2	-13%	-5	8
Cn1c(C(=O)NCc2ccccn2)cc2c(=O)n(C)c3ccccc3c21	-0.4	16%[57.1 µM]	7%[57.1 µM]	3%	-4	0.3	-6%	10	7
COc1ccc(NC(=S)N(CCN2CCOCC2)Cc2cc3cc4c(cc3[nH]c2=O)OCO4)cc1	0.2	/	/	/	-12	0.2	/	/	-5
CCS(=O)(=O)c1ccc(O)c(Nc2cc(C)nc(SC)n2)c1	/	4%	7%	3%	/	-0.4	-21%	-1	7
COc1cccc(CCC(=O)O)c1OC	1.2	2%	7%	2%	-11	0.4	-15%	-5	-2
CN(C(=O)CSc1nc2cc(C(=O)O)ccc2c(=O)n1Cc1ccccc1)C1CCS(=O)(=O)C1 (stereo not given)	1.2	4%	2%[57.1 µM]	4%	9	0.0	-18%	5	-6
CN(CC(=O)Nc1ccccc1F)Cc1cccs1	-0.2	4%[57.1 µM]	5%[57.1 µM]	5%	-20	-0.1	-24%	-8	9
CCC(=O)N1CCN(c2ccccc2NC(=O)c2cccc(C)c2)CC1	-5.3	-1%	3%	-1%	6	-2.8	-18%	1	-5
COc1cccc(/C=N/n2c(-c3cc(C)[nH]n3)n[nH]c2=S)c1	0.3	11%[57.1 µM]	14%[11.4 µM]	12%	-1	-0.3	-11%	-9	-5
O=C(O)C1CCCN1C(=O)Oc1ccccc1 (stereo not given)	1.0	7%	21%	2%	2	0.9	-15%	-6	-1
O=C(O)C1CC(=O)N(c2ccc(OCc3ccc(Cl)cc3Cl)cc2)C1 (stereo not given)	0.4	3%	-4%	0%	-3	-0.3	-11%	-6	-1
CN1Cc2cc(C(=O)c3cc(Cl)cc(CSc4ncccn4)c3O)cnc2NC1=O	0.5	/	/	/	-3	0.1	/	/	0
O=C(N/N=C/c1ccc(O)c(O)c1)c1ccc(CSc2cccc3cccnc23)cc1	-0.4	-3%	-14%	-8%	1	0.2	-13%	4	-5
COc1ccc(NC(=O)O/N=C/c2ccccc2Cl)cc1	-0.2	-2%	24%	-2%	-8	-0.6	-19%	0	-4
O=[N+]([O-])c1cc(CS(=O)(=O)Oc2ccc(Cl)cc2)c(O)c([N+](=O)[O-])c1	/	-7%[57.1 µM]	-11%[57.1 µM]	-1%	/	/	-11%	-7	/
COc1ccc(S(=O)(=O)N2CCC(O)(c3ccc(Cl)cc3)CC2)cc1	2.0	0%[57.1 µM]	0%[57.1 µM]	-2%	-10	0.6	-21%	-1	0
CCC(C)N(C(=O)COC(=O)c1cc([N+](=O)[O-])ccc1N1CCOCC1)C1CCS(=O)(=O)C1 (stereo not given)	-0.3	-10%	-9%	2%	13	0.4	-17%	3	-2
COc1cccc2cc(C(C)=O)oc12	2.2	2%[57.1 µM]	-1%[57.1 µM]	-3%	2	-0.2	-29%	-3	-2
COC(=O)[C@@H]1C[C@@]2(O)[C@H](O)[C@H](O)[C@H](O)C[C@H]2N1Cc1ccc(-c2ccccc2)cc1	-0.2	4%	9%[57.1 µM]	14%	25	0.2	-30%	-7	-9
COc1ccnc(Oc2cccc(C(F)(F)F)c2)c1C(=O)N/C=N/OCc1ccccc1F	0.1	-9%[57.1 µM]	23%[57.1 µM]	14%	9	1.1	?	-2	0
CCOC(=O)c1cnn(-c2ccccc2)c1NC(=O)c1ccc(C)cc1	0.2	-3%	1%	-4%	5	-0.3	-11%	-1	-4
COC(=O)c1ccccc1CON1C(=O)C(C)(C)N(OCc2ccccc2C(=O)OC)C(=O)C1(C)C	0.8	0%	19%	0%	4	0.0	-7%	3	4
COc1ccc(CCNC(=O)CSc2cn(CCNC(=O)c3ccccc3F)c3ccccc23)cc1OC	-0.8	3%	9%	11%	/	-2.1	-18%	-4	0
CCC1(CC)C(=O)N(C)C(=O)NC1=Nc1ccccc1	-0.1	-6%	-6%	1%	-21	0.1	-4%	0	6
O=C(N/N=C/c1ccc(Br)s1)c1cccs1	-0.8	-4%	4%	-5%	-7	-1.8	-17%	-3	-7
CC1=NN(c2ccccc2)C(=O)/C1=C/C=C/c1ccccc1	1.2	12%	2%	-10%	11	0.4	-21%	-3	-14
CC(C)CCn1c(N2CCCC2)nc2c1c(=O)n(C)c(=O)n2C	-0.5	-5%	21%	-4%	-13	-0.8	-13%	-9	-7
O=C(CSc1nc(=O)n(CCCN2CCOCC2)c2c1CCC2)Nc1cccc(F)c1	/	0%[57.1 µM]	4%[57.1 µM]	-4%	/	-0.7	-21%	-1	-3
O=C(NNC(=O)C1CC1c1ccccc1)Nc1ccccc1 (stereo not given)	0.5	0%	12%	-4%	0	0.7	-11%	3	1
Cc1cccc(N2CCN(C(=O)c3ccc4c(c3)N(Cc3ccccc3)C(=O)c3ccccc3S4(=O)=O)CC2C)c1 (stereo not given)	0.7	-2%	18%	/	/	0.3	-19%	5	3
COc1ccc(C)cc1NC(=O)c1nnn(CCc2ccccc2)c1N	0.1	-2%[57.1 µM]	-11%[57.1 µM]	-12%	11	0.7	-11%	-6	-1
COc1ccc(N2CCN(S(=O)(=O)c3ccc4c(c3)CC(C)N4C(C)=O)CC2)cc1 (stereo not given)	-0.1	-1%	9%	4%	/	0.5	-23%	1	-5
Cc1cccc(-n2c(O)c(C=Nc3ccccc3N)c(=O)[nH]c2=O)c1	0.2	-4%[57.1 µM]	-4%[57.1 µM]	2%	-6	0.5	-13%	-19	1
COc1ccc(Nc2oc(/C=C/c3ccc(OC)c(OC)c3)nc2C#N)cc1	0.1	3%	-4%	0%	/	-0.9	4%	1	2
CCOc1ccc(C2OC(=O)Cc3cc(OC)c(OC)cc32)cc1 (stereo not given)	-0.9	-1%	-19%	0%	-10	-3.1	2%	-4	-1
